# KDM5B inh: KDM5B demethylase inhibition | KDM5B demethylase, FDH-coupled NADH fluorescence (FDH is formaldehyde dehydrogenase) | Q9UGL1 | Potency, µM (series often up to 57.7 µM), for inactives: at the top dose activity change, negative = inhibition, most hits filed as inhibitors | actives 2.6% (n = 220,000); active means well fitted inhibition curve with a large enough effect; inconclusive means small, poorly fitted or top-dose-only effect; inactive means no such curve, though single readings can be large or run the other way; further: 0% is about no effect; nearly all actives have a fitted effect of over 70% in size
# Target sequence (Q9UGL1 whole entry, looked up): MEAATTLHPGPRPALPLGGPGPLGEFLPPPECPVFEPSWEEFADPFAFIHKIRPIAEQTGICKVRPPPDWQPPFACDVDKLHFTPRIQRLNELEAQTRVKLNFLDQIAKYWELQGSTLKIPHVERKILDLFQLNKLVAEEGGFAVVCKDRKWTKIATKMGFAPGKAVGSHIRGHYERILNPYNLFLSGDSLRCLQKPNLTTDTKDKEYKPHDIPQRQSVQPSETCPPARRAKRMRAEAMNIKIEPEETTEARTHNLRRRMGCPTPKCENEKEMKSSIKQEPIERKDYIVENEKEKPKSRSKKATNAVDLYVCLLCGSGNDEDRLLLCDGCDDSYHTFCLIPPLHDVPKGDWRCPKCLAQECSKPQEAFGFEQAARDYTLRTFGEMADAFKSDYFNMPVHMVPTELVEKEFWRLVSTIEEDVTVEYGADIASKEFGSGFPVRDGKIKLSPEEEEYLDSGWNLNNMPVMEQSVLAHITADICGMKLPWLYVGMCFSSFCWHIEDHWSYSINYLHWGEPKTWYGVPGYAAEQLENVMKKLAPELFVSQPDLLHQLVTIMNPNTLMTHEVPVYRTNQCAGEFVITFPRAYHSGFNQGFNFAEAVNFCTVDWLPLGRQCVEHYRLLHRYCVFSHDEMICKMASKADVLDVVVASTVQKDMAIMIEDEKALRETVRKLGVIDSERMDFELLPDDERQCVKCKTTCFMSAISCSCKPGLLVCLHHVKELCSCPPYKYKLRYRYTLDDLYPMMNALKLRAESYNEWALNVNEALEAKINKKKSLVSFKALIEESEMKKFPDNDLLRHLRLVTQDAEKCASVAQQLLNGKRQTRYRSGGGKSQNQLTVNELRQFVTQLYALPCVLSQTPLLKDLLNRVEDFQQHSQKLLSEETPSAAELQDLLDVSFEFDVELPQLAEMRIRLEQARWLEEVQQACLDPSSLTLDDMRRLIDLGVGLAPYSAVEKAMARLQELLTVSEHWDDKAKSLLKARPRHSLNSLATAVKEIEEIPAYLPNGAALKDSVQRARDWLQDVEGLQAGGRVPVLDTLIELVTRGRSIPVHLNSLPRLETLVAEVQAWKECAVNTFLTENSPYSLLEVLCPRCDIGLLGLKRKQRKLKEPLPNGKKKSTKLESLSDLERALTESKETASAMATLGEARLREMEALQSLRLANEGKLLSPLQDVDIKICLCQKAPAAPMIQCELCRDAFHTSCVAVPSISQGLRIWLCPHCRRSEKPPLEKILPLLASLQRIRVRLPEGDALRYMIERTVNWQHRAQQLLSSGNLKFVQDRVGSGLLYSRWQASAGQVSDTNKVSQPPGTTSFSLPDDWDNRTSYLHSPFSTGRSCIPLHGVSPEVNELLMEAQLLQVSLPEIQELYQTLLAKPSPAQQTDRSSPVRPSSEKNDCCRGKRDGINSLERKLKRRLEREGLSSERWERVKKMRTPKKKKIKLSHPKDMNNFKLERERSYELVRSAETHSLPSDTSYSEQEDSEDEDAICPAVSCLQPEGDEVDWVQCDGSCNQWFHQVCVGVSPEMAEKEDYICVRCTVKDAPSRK
#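 Measured: NADH fluorescence change, 30 min, RT. System: KDM5BΔAP 200 nM final, H3K4me3 peptide, α-KG, Fe(II), ascorbate, NAD⁺ plus FDH, pH 7.5 HEPES. Compounds: titrated, 10 min pre-incubation with enzyme.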
# Numbers without * were called inactive; i = inactive; ? = inconclusive; & = joins results of further samples; [ ] = dose if it differs, or a comment. Potency means the concentration at half of the fitted maximal effect. An excerpt; the hit share may differ from the screen's.
no.	SMILES	KDM5B inh
1	O=C(c1cccc(Cl)c1)N1CCC2(CC1)CC(=O)N(c1ccccc1)c1ccccc1O2	-18.9%
2	COc1cccc(CN2C(=O)OC3(CCN(Cc4ccccc4OC)CC3)C2(C)c2cccnc2)c1 (stereo not given)	-11.6%
3	COc1ccccc1N1CCN(S(=O)(=O)c2c(C)sc3ncn(CC(=O)Nc4ccc(C(F)(F)F)cc4)c(=O)c23)CC1	6.0%
4	CCOC(=O)N1CCN(C(=O)[C@H](C)NC(=O)c2cc3c(OC)cc(OC)cc3n2C)CC1	?
5	COc1ccc(N2CCN(CCCNC(=O)c3ccc4nc(CCc5ccccc5)oc4c3)CC2)cc1	-2.5%
6	Cc1ccc(-c2cc3c(=O)n(CCNC(=O)Cc4ccsc4)ccn3n2)cc1C	i
7	CCC(=O)Nc1ccc(C(C)NCc2ccsc2)cc1 (stereo not given)	12.0%
8	COc1ccc(-c2nc(NCCN3CCC(C)CC3)c3ccccc3n2)cc1	272.2%[activator]
9	CC1(C)CC(C)(c2ccc(O)cc2)c2ccccc2O1 (stereo not given)	3.3%
10	O=C(O)c1ccccc1C(=O)N[C@H]1CO[C@H]2[C@@H]1OC[C@@H]2n1nnnc1-c1ccc2c(c1)OCO2	-16.9%
11	Cc1cccc(-c2nc3c4ccccc4nc(N4CCN(c5ccc(F)cc5)CC4)n3n2)c1	-15.6%
12	Cc1ccc(CN2CCCCCCN(C)C(=O)[C@@H]3CCC[C@@H]32)s1	-7.1%
13	COc1cc(C2SCCS2)ccc1OC(=O)COc1ccccc1C	-5.2%
14	CC(=O)c1c(COC(=O)c2ccc(F)cc2)nc2ccccc2[n+]1[O-]	32.3%
15	COc1ccc(OCc2nc(C3CN(C(=O)c4ccc(C)nc4)C3)no2)cc1	-13.6%

no.	SMILES	KDM5B inh
16	O=C(CCc1nc(-c2cccnn2)no1)NC1CCCCCCC1	-3.2%
17	NS(=O)(=O)c1ccc(N/N=C2/CCc3ccccc32)c([N+](=O)[O-])c1	23.4%
18	CCC1CCC(C(=O)NC(C(=O)NCCN(CC(C)C)CC(C)C)C(C)C)CC1 (stereo not given)	5.3%
19	CCCOc1c(OC)cccc1C1CC(=O)Nc2c1c(C)nn2-c1ccc(=O)[nH]n1 (stereo not given)	-4.4%
20	COc1ccc(-n2c(SCc3nc(-c4ccc(C)cc4)no3)nnc2-c2ccncc2)cc1	2.5%
21	O=C(NCCc1ccc(Cl)cc1)c1ccc(Cn2c(=O)c3cccn3c3cccnc32)cc1	?
22	Cn1cc(-c2ccncc2)cc1C(=O)N1CCN(c2cccc(Cl)c2)CC1	-4.2%
23	COc1cc(OC)cc(C(=O)NNC(=O)CN2C(=O)NC3(CCCC3)C2=O)c1	5.8%
24	Cc1ccc2nc(/C(C#N)=C\c3ccc(-c4cc(C(=O)O)cc(C(=O)O)c4)o3)[nH]c2c1	?
25	COc1cc(/C=C/c2nc(-c3ccccc3)nc(-c3ccccc3O)n2)cc(OC)c1OC	16.0%
26	COc1ccc(C(=O)NCc2ccnc3[nH]ccc23)cc1	?
27	Cc1cc(C(=O)N[C@H](c2ccccn2)C2CC(O)C2)c2c(C)noc2n1 (stereo not given in full)	-7.0%
28	CCc1ccc2nc(-c3ccncc3)cc(C(=O)O)c2c1	-3.2%
29	CCN(C(=O)C1CCC(CNS(=O)(=O)c2cccc3nsnc23)CC1)c1ccc(C)c(C)c1 (stereo not given)	-20.9%
30	CCOc1ccccc1CN1C[C@@H](CO)[C@H](c2nc(C)no2)C1	4.9%

no.	SMILES	KDM5B inh
31	CC1(C(=O)NCc2ccc(F)cc2)CCCc2cnc(Nc3cccnc3)nc21 (stereo not given)	-19.6%[86.2 µM]
32	CCOc1ccc(CC(=O)NCC(c2cccs2)S(=O)(=O)c2ccc(F)c(C)c2)cc1 (stereo not given)	15.6%
33	CCc1ccc(CNC(=O)C2CCN(c3nc4ccccc4nc3C(F)(F)F)CC2)cc1	12.8%
34	CC1=C[C@@H](CNCc2cccnc2)[C@H](C(C)C)C[C@H]1Cc1nnc(-c2ccc(N(C)C)cc2)o1	?
35	COc1ccccc1NC(=O)c1cc2c(OC)c(OC)c(OC)cc2[nH]1	3.8%
36	CC(=O)Nc1ccc(NC(=O)Cn2c(C)cc3nc4n(c(=O)c32)CCCCC4)cc1	-2.3%
37	Cn1c(=O)c2c(nc(CN3CCN(c4ccccc4F)CC3)n2Cc2ccc(F)cc2)n(C)c1=O	-10.0%
38	Cc1ccsc1CCN1C(=O)N(c2ccccc2)C(=O)C1CC(=O)Nc1ccc(Cl)cc1 (stereo not given)	-20.6%
39	COc1ccc(CN2CCCCC23Cc2ccccc2CNC3=O)cc1 (stereo not given)	6.4%[149 µM]
40	Cc1ccccc1-c1nnn(Cc2cc(=O)oc3c(C)c(C)ccc23)n1	10.5%
41	FC(F)(F)c1cccc(C2=NOC3(CCCN(CC4CCCCC4)C3)C2)c1 (stereo not given)	?
42	Cc1ccc(S(=O)(=O)N2CCN(CCNC(=O)c3cccc(C(F)(F)F)c3)CC2)cc1	-16.9%
43	CC(=O)N1CCN(c2ncccc2CNCc2ccc(CC(C)C)cc2)CC1	-9.5%
44	CCS(=O)(=O)Nc1ccc(C2(C(=O)NCc3cccc(F)c3)CCCCC2)cc1	-16.7%
45	CN1c2cc(C(=O)NCc3ccc(F)cc3)ccc2C(=O)N2CCCCCC21 (stereo not given)	?

no.	SMILES	KDM5B inh
46	CC(C)(C)c1ccc(C(=O)Nc2ccc(F)cc2)s1	21.7%
47	Fc1cnc(N2CCCC(OCc3cccnc3)C2)nc1N1CCOCC1 (stereo not given)	28.2µM*
48	Cc1ccc(S(=O)(=O)NC[C@H]2O[C@@H](CO)[C@@H](O)[C@H]2N2CCCC2)cc1	2.3%[86.2 µM]
49	COc1ccccc1CNC(=O)c1ccc2nc(N3CCCCC3)sc2c1	11.4%
50	O=c1cc(-c2ccccc2)nc2cc(-c3ccc(F)cc3)[nH]n12	?
51	CCC(C)Sc1oc(-c2ccco2)nc1S(=O)(=O)c1ccc(C)cc1 (stereo not given)	?
52	Cc1ccc(S(=O)(=O)NCCc2csc(-c3cccc(F)c3)n2)c(C)c1	-26.5%
53	COc1cc(NC(=O)CCSc2nc(-c3ccco3)cc(C(F)(F)F)n2)cc(OC)c1OC	-7.8%
54	Cc1ccc(C)c(N(CC(=O)NC2CCCCC2)C(=O)CNC(=O)c2ccco2)c1	9.7%
55	COCC1CN(C(C)=O)CC12CCN(Cc1cc(OC)cc(OC)c1)CC2 (stereo not given)	7.2%
56	COc1cccc(CSc2nc3cc(OC)c(OC)cc3c3nc(CCn4nc(C)cc4C)nn23)c1	11.0%
57	CN(C)C(=O)CCSc1ccc(F)cc1	15.8%
58	CC(C)NC(=S)N/N=C/c1ccc([N+](=O)[O-])cc1	-1.5%
59	CSC1=NC2(CCN(C(=O)NC3CCCCC3)CC2)N=C1c1ccc(C)c(C)c1	?
60	CCOC(=O)C1=C(Nc2ccc(Cl)cc2)OCC1=O	-0.7%

no.	SMILES	KDM5B inh
61	CCOC(=O)c1cc(NC(=O)c2ccc(Cl)c(Cl)c2)ccc1N1CCOCC1	9.8%
62	O=C(NCc1ccc(C(=O)N2CCCCC2)cc1)c1ccc(C(F)(F)F)cc1	5.5%
63	COCCN1C(=O)c2cccn2CC1CNC(=O)c1ccc2ncccc2c1 (stereo not given)	6.8%
64	O=C1NC(=NC2CCCC2)C2(CCCN(Cc3cccnc3)C2)N1c1cccnc1 (stereo not given)	30.7%[115 µM]
65	COc1ccc(CC(=O)NC2CC(=O)N(c3ccc(C)c(C)c3)C2)cc1OC (stereo not given)	?
66	CCCNC(=O)NC(=O)CSc1ccc2ccccc2n1	23.1%
67	Cc1ccc(F)cc1NC(=O)CCc1c(C)[nH]c(=O)c(C#N)c1C	-5.1%
68	Nc1nc(Cl)nc(Nc2cccc(F)c2)c1[N+](=O)[O-]	-7.7%
69	CN(C1CCc2nn(C)c(=O)n2CC1)S(=O)(=O)c1ccc(Cl)s1 (stereo not given)	0.7%
70	COc1ccccc1Nc1ncnc2c1nc1n2CCCCC1	5.9%
71	CC(C)C[C@@H](NC(=O)C1=C[C@@H](NC(=O)c2cnccn2)[C@@H](O)[C@H](O)C1)C(N)=O	-21.0%[86.2 µM]
72	CSc1sc(C(=O)N(C)C)cc1S(=O)(=O)C(C)C	30.0%
73	CC1(C)CCCC(C)(C#CCN2CCN(c3ccccc3)CC2)O1 (stereo not given)	-17.7%
74	CCCCC(CC)C(=O)NCC(C)(C)CNC(=O)C(CC)CCCC (stereo not given)	19.8%
75	N#CC1(NC(=O)CSc2ccc3ccccc3n2)CCCC1	-9.9%

no.	SMILES	KDM5B inh
76	CN1CC2(CCCN(Cc3ccc(-c4ccccn4)cc3)C2)OC1=O (stereo not given)	-13.8%
77	Cc1cc(S(=O)(=O)N2CCC(NS(=O)(=O)c3cccs3)CC2)ccc1Br	-6.4%
78	Cc1onc(-c2ccccc2Cl)c1C(=O)N1CCCCC1	18.0%
79	Cc1cccc(-c2noc(C(C)NC(=O)c3ccco3)n2)c1 (stereo not given)	-10.5%
80	COc1ccc(NC(=O)CSc2nccn2Cc2ccco2)c(OC)c1	-24.5%
81	O=C(CCn1ccnc1)N1CCC2(CCC(=O)N(CC3CC3)CC2)CC1	0.2%
82	Cn1ccc2c(C(=O)NCCC(N)=O)nc(-c3ccccc3C(F)(F)F)cc21	i
83	CCCCNC(=O)Cc1csc2nc(C)c(-c3cc(C)n(-c4cccc(C)c4C)n3)c(=O)n12	28.2µM*
84	CC(C)n1cc(/C(N)=N/O)c(=O)n(Cc2ccccc2)c1=O	17.7%
85	Cc1cnc(CC2CCN(C(=O)Nc3ccccc3)C2)n1CC1CC1 (stereo not given)	-1.4%
86	COC(=O)c1cccc(NC(=O)N2CCC3(CCC(=O)N(Cc4ccccc4)CC3)CC2)c1	-8.8%
87	COCCCNc1nc(-c2c(C)noc2C)cc2cc(C(C)C)oc12	?
88	Cc1cc2c(cc1S(=O)(=O)NCc1ccccc1Cl)OCC(=O)N2	2.8%
89	Cc1nc(-c2ccc(Cl)cc2)sc1CCNC(=O)c1cccs1	?
90	COc1ccc(NC(=O)c2ccc3c(c2)OCCCO3)cn1	8.4%

no.	SMILES	KDM5B inh
91	COc1cccc(NC(=O)Cc2c(C)c3c(O)cc(C)cc3oc2=O)c1	?
92	CCCCn1c(N)c(N(CC)C(=O)c2ccc(OC(F)(F)F)cc2)c(=O)[nH]c1=O	-1.4%
93	O=c1c2ccccc2n2c(-c3ccccc3F)nnc2n1CCc1ccccc1	?
94	C=CCNC(=O)N[C@H]1CO[C@H]2[C@@H]1OC[C@@H]2Nc1nccc(-c2ccc(OC)cc2)n1	35.5µM*
95	CCN(Cc1ccncc1)C(=O)c1coc(COc2cccc(C(F)(F)F)c2)n1	-5.0%
96	O=C(Nc1ccccc1)c1nc2c(o1)CCN(Cc1cccc(Cl)c1)CC2	28.2µM*
97	CCc1ccccc1NC(=O)Cn1c(=O)nc(-c2ccccc2)c2ccccc21	-8.4%
98	COc1ccc(C(=O)c2cn(Cc3ccc(C)cc3)c3cc4c(cc3c2=O)OCO4)cc1	14.5%
99	CCOc1ccc(NC(=O)N2CCC(CN3CCCCCC3)CC2)cc1	?
100	Cc1cc(C=O)cc(C)c1OCc1ccccn1	7.5%
101	CCCN(CC(=O)Nc1cccc(C(=O)NC2CC2)c1)Cc1nnc(-c2cccs2)o1	-6.3%
102	CSc1ccccc1NC(=O)c1ccc(OCC2CCCO2)cc1 (stereo not given)	14.8%
103	CC1CCN(C(=O)C2CCN(C(=O)N3CC4CC(C3)[C@H]3CCCC(=O)N3C4)CC2)CC1 (stereo not given in full)	7.9%
104	CCCCc1cc(=O)oc2cc(OCC(=O)NCc3ccc(S(N)(=O)=O)cc3)ccc12	-7.6%
105	Cc1ccc(OCC(=O)Nc2cccc(-c3nc4ccccc4s3)c2)cc1	?

# Arranged by SMILES length (rising): some entries from above
no.	SMILES	KDM5B inh
93	O=c1c2ccccc2n2c(-c3ccccc3F)nnc2n1CCc1ccccc1	?
97	CCc1ccccc1NC(=O)Cn1c(=O)nc(-c2ccccc2)c2ccccc21	-8.4%
95	CCN(Cc1ccncc1)C(=O)c1coc(COc2cccc(C(F)(F)F)c2)n1	-5.0%
92	CCCCn1c(N)c(N(CC)C(=O)c2ccc(OC(F)(F)F)cc2)c(=O)[nH]c1=O	-1.4%

# Next entries:
no.	SMILES	KDM5B inh
106	Cc1ccccc1NC(=O)c1ccc(F)c(S(=O)(=O)N2CCN(c3ccccc3F)CC2)c1	-11.5%
107	O=C(Nc1ccccc1Sc1ccccc1)C1CC=CCC1 (stereo not given)	-4.4%
108	CCOc1ccc(-n2c(=O)c3c(C)c(C)sc3n(CC(=O)N3CCC(C)CC3)c2=O)cc1	6.4%
109	CN(C)S(=O)(=O)c1ccc(Cl)c(NC(=O)CN2C(=O)NC3(CCc4ccccc43)C2=O)c1 (stereo not given)	-13.9%
110	Cc1cc(C)c(C(=O)COC(=O)c2ccc(-c3ccccc3)cc2)c(C)c1	18.5%
111	CC(C)c1ccc(NC(=O)CN2C(=O)CSc3ccc(S(=O)(=O)N4CCCC4)cc32)cc1	-19.7%
112	CC(C)c1cnc2c(c1SCC(=O)N1CCCCC1)c(=O)n(C)c(=O)n2C	-11.4%
113	Fc1ccc(/C=N/NC(=S)NCc2ccccc2)cc1F	15.2%
114	Cc1ccc2c(C(=O)NCCc3cccs3)cc(NC(=O)C3CCC3)cc2n1	?
115	COc1cccc(-c2csc(NC3OC(=O)c4c3ccc(OC)c4OC)n2)c1 (stereo not given)	3.4%&-20.0%
116	Cc1nc2nc(N(Cc3ccc(F)cc3)C(=O)c3ccco3)[nH]n2c(=O)c1C	14.9%
117	CCN(C(=O)C1CC1)C1CCCCC1	14.8%
118	NCCn1cc(C(=O)NC2C3CN4CCN(C3)CC2(c2ccccc2)C4)nn1 (stereo not given)	17.3%

# Bioassay records from PubChem BioAssay.
